From PubChem
STAT1 act = STAT1 signaling activation; 200,000 tested, 2.6% active; NIH 3T3 STAT1-luciferase reporter, IFN-gamma, luminescence; 100% = IFN-gamma alone, no compound; activation (% of control), % at 5.5 µM;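 active means activation above the screen-wide mean activation plus 3 SD, cut at about 130% in these data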;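 further: raw ratio to IFN-gamma control signal so 100% means no change and 0% no light; values of inactives mirror those of a sister screen read the other way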
STAT3 act = activators of IL-6 induced STAT3 signaling | U3A cells, IL-6 STAT3-luciferase reporter, luminescence; 100% = signal with IL-6 EC80 alone | activation (% of control), % at 5.6 µM | 190,000 tested, 0.91% active | AID 871;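 active means activation above the screen-wide mean of compound activation plus 3 SD, cut at about 130% in these data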;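 further: 0% = background luminescence of wells with medium and substrate only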
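Material: STAT3-luciferase reporter U3A cells; Probe or stimulus: IL-6 (33 ng/mL); Incubation: compound pre-incubation 1 h before IL-6, then 6 h stimulation at 37 °C; Technique: luminescence from STAT3-driven luciferase reporter; Evaluation: % activation versus median of IL-6-stimulated wells; Controls: IL-6-only high control.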
NF-kB expr up = compounds increasing NF-kB expression in human neuronal cells; 190,000 tested, 1.6% active; fold change at 12.5 µM; NF-kB reporter expression; active compounds read high; in the data active means fold change above about 3.3
FLuc stim CS = firefly luciferase counter-screen for stimulation assays. P08659. ATPlite luciferase biochemical, luminescence, 10 min; 0 = ATP-free wells, 1 = DMSO control. activation factor at 10 µM. 200,000 tested, under 10 active;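 active means luciferase activation factor, scaled between plate controls, of at least 2 with compound at 10 µM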
Target sequence (P08659 whole entry, looked up): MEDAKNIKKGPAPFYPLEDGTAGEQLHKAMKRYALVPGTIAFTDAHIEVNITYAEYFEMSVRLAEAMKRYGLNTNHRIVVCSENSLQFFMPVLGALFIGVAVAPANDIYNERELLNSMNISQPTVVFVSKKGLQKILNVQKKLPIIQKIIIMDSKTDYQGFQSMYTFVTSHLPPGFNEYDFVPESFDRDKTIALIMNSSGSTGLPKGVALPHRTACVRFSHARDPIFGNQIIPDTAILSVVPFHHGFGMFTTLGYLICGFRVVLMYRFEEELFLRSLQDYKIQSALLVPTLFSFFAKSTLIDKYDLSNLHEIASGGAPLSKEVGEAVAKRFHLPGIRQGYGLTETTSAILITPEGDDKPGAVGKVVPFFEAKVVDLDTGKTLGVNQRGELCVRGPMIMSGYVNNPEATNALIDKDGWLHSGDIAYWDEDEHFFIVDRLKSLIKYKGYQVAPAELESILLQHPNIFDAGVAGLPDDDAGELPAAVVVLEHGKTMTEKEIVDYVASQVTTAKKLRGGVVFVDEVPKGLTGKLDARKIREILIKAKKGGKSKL
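Assay system: Luciferase/luciferin detection reagent, cell-free biochemical luciferase assay / Also added: ATP substrate / Schedule: 10 min at ambient temperature / Measured by: luminescence measurement of luciferase light output / Benchmarks: low control with PBS replacing ATP, high control enzyme plus ATP without compound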
APP transl inh = APP translation inhibition; SH-SY5Y APP 5'UTR-luciferase reporter, luminescence; inhibition, % at 2 µM; 190,000 tested, 0.82% active; AID 1285;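 active means inhibition above a set limit, derived from the sample mean plus 3 SD, cut at about 45% in these data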; further: values of inactives mirror those of a sister screen read the other way
ROMK primary = human ROMK K+ channel modulation, primary screen; Tet-inducible ROMK, thallium flux fluorescence; actives lie on both sides; B-score at 10 µM; 130,000 tested, 2% active; AID 1918;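 active means signal ratio slope over the read window, or its plate-corrected B-score, at least 3 SD from the plate mean, either direction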;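 further: B-score of the F/F0 ratio slope over 7 to 12 s after thallium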
Target sequence (P48048 whole entry, looked up): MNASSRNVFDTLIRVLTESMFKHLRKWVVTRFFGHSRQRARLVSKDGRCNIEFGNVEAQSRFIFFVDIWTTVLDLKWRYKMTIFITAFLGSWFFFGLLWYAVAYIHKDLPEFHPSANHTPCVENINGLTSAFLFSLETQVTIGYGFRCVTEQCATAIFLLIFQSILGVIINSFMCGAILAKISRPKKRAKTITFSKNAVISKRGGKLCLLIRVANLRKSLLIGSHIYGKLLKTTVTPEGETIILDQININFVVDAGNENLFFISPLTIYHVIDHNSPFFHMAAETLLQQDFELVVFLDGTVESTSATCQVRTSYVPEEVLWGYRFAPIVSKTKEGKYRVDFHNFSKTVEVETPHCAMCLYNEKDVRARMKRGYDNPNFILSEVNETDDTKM
STAT3 blocker = reduces IL-6 driven STAT3 reporter signal. AID 862. 190,000 tested, 0.89% active. inhibition, % at 5.5 µM. U3A cells, IL-6 STAT3-luciferase reporter, luminescence; host cell line lacks STAT1;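 active means inhibition above the mean inhibition across all screened compounds plus 3 SD, cut at about 44% in these data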;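 further: 0% = DMSO only wells and 100% = 100 µM nifuroxazide control wells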
APP 5'UTR act = APP 5'UTR luciferase reporter activation; SH-SY5Y APP 5'UTR luciferase reporter, luminescence; zero percent = DMSO vehicle wells; activation, % at 2 µM; 190,000 tested, 1% active;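 active means activation above a set limit, based on mean plus 3 SD of controls, cut at about 140% in these data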; further: values of inactives mirror those of a sister screen read the other way
STAT1 inh = STAT1 signaling inhibition. NIH 3T3 STAT1-luciferase reporter, IFN-gamma, luminescence. inhibition, % at 5.5 µM. 200,000 tested, 0.35% active;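 active means inhibition above a set limit, the mean inhibition across all tested compounds plus 3 SD, cut at about 34% in these data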;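 further: 0% = IFN-gamma with DMSO and 100% = IFN-gamma with 300 µM nifuroxazide; values of inactives mirror those of a sister screen read the other way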
FLuc inh counter = counter-screen for luciferase assay inhibitors: firefly luciferase inhibition. P08659. ATPLite firefly luciferase biochemical luminescence, 10 min. inhibition, % at 10 µM. 200,000 tested, 1.5% active;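 active means inhibition above about 50% when tested at 10 µM, limit read from the data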
Numbers without * were called inactive; x = no result given.

SMILES	STAT1 act	STAT3 act	NF-kB expr up	FLuc stim CS	APP transl inh	ROMK primary	STAT3 blocker	APP 5'UTR act	STAT1 inh	FLuc inh counter
Cc1nc(NC(C)C(=O)O)c2nc(C)oc2n1 (configuration not stated)	105	105	0.96	1	-13	x	-2	13	-6	0
Cc1cc(C)c(C)c(S(=O)(=O)Nc2ccc(O)cc2)c1C	90	93	1	1	-9	-0.76	10	9	9	-4
O=C(c1ccc(S(=O)(=O)N2CCC(c3nc4ccccc4[nH]3)CC2)cc1)N1CCOCC1	105	106	1	1.1	9	x	0	-9	-7	-6
CCn1c(SCc2cc(=O)n3ccsc3n2)nc2ccccc21	111	115	1.1	1	4	1.2	-7	-5	-14	2
CS(=O)(=O)Nc1nc2n(n1)C(c1ccccc1)C=C(c1ccc(Br)cc1)N2 (configuration not stated)	106	92	1.1	1	-14	x	17	14	-4	-5
O=C(Cc1ccc(Cl)cc1)NC(=S)Nc1ccccc1N1CCOCC1	106	97	0.73	1	6	x	3	-6	-7	-2
Cc1ccc(N2C(=O)C(CN3CCCCC3)C2c2ccccc2)cc1 (configuration not stated)	100	101	0.98	1.1	4	-0.99	0	-4	-1	-9
O=C(Cn1c(NCCO)nc2ccccc21)c1ccccc1	103	110	1.1	1	10	0	-7	-10	-4	0
O=C(NCCCn1ccnc1)C(=O)NCC1OCCCN1S(=O)(=O)c1ccc(F)cc1 (configuration not stated)	97	104	1	1.1	-9	0.091	6	9	1	-6
O=C(CSc1nnc(-c2ccco2)n1-c1ccccc1)NCCc1ccccc1	114	103	0.91	1.1	2	1.1	2	-1	-15	-11
COc1cc(NC(=O)CSc2nnc3ccc(-c4ccncc4)nn23)cc(OC)c1	104	105	0.8	1	11	0.52	2	-11	-5	1
CCNC(=O)CC1SC(=Nc2ccc(C)cc2)NC1=O (configuration not stated)	103	95	1	0.9	-5	0.64	4	5	-4	6
CN(C)c1ccc(/C=c2\sc3n(c2=O)CCCN=3)cc1	150*	46	5.7*	0.2	-142	-4.4*	64*	142*	-55	84*
Cc1ccc(S(=O)(=O)NN=C2CCC(C(C)(C)C)CC2)cc1[N+](=O)[O-] (configuration not stated)	106	97	0.9	1.1	-7	-0.029	6	7	-7	-7
CCOC(=O)CCc1c(C)nc2cc(-c3ccccc3OC)[nH]n2c1=O	89	98	1.3	1	-50	x	3	50	12	-2
CCS(=O)(=O)c1ccc(C(=O)Nc2cccc(Cl)c2)c(Cl)c1Cl	98	76	0.92	1.1	7	x	35	-7	2	-8
Cc1nn(CC(=O)Nc2ccc3c(c2)nc2n3CCN(C3CCCCC3)C2)c(=O)c2ccccc12	110	94	0.98	1	-6	-1.7	11	6	-13	-1
COc1cc2c(cc1OC)C(c1cccs1)NCC2 (configuration not stated)	100	105	0.88	1.1	6	0.02	-1	-6	0	-7
COc1ccc(C(=O)OCC(N)=O)cc1[N+](=O)[O-]	99	101	1.1	1	3	x	2	-3	1	-5
COc1ccc(Cc2nnc(NC(=O)c3c(-c4ccccc4)noc3C)s2)cc1OC	101	102	1.2	1.1	6	x	-2	-6	0	-10
Cc1cccc2nc(-c3ccccc3)nc(N3CCC(O)(c4ccc(Cl)cc4)CC3)c12	96	102	1.1	1	-14	-0.17	-3	14	5	-5
COc1ccc(C2C(C(C)=O)=C(O)C(=O)N2c2ccc(Br)cn2)cc1 (configuration not stated)	108	134*	1.3	1	-43	0.91	-36	43	-9	-3
COc1ccc(NC(=S)N(CCc2c(C)[nH]c3ccc(C)cc23)Cc2cccs2)cc1	93	103	0.92	1	14	-1.5	-4	-14	8	-2
COc1ccccc1COCC(O)CNCC1(N2CCCCC2)CCCCC1 (configuration not stated)	90	99	1.1	1	-5	x	11	5	11	-4
Cc1cc(C)nc(N/N=C/C=C/c2ccccc2)n1	108	97	1.2	0.9	-24	0.041	7	24	-9	7
CSCCC(NC(N)=O)C(=O)Nc1cccc(C#N)c1 (configuration not stated)	98	102	1.1	1	-5	0.84	1	5	0	-2
COc1ccc(CCNS(=O)(=O)c2cn(C)c(=O)n(C)c2=O)cc1	105	98	1.1	1	-10	x	11	10	-6	-3
Cc1ccc(C(=O)OCC(=O)Nc2ccccc2Sc2ccccc2)cc1C	100	82	1.2	1.1	-4	-0.76	21	4	0	-5
S=C(NC1CCCC1)NC1CCCC1	89	100	1	1.1	-8	-0.083	5	8	10	-5
CCCCCCn1c(SCC(C)C)nc2c1c(=O)[nH]c(=O)n2C	97	114	0.91	1.1	-8	-0.64	-11	8	3	-7
NC(=O)CCn1nc(-c2ccc(Cl)cc2)c2ccccc2c1=O	107	106	0.83	1	14	x	-4	-14	-7	-3
CC(=O)Nc1ccc(S(=O)(=O)/N=C2/NC(=O)/C(=C\c3ccco3)S2)cc1	98	89	1.3	1	-13	-0.71	20	13	0	-4
CC1=C(C(=O)Nc2ccccc2C)C(c2cccs2)NC(=S)N1 (configuration not stated)	113	102	1.1	1.1	3	-1.2	-5	-3	-15	-6
CC1(C)C2CC=C(/C=N/NC(=O)c3ccc(Cl)cc3)C1C2 (configuration not stated)	102	107	1.3	1	25	x	-6	-25	-2	-1
COc1ccc2c(c1)C=C(C(=O)OCc1cccnc1)CO2	99	85	1.2	1	-25	-0.39	20	25	1	1
COCCN=C1Sc2nc3cc4c(cc3cc2CN1CC1CCCO1)OCO4 (configuration not stated)	88	95	1.2	1.1	-12	1.2	12	12	12	-5
COCCNC(=O)/C(C#N)=C/c1cc(C)n(C2CCCCC2)c1C	134*	86	3	0.3	-144	-0.51	18	144*	-38	72*
COc1ccc(-c2cc(C(F)F)n3ncc(C(=O)N4CCc5ccccc54)c3n2)cc1	102	102	1.2	1.1	87*	0.038	0	-87	-3	-10
Cc1nn(-c2ccccc2)c(C)c1/C=N/n1cnnc1	103	93	1.2	1	-11	-0.32	16	11	-6	3
CCN1CCCC1CNC(=O)C(=O)NC (configuration not stated)	103	102	1	1	15	0.6	4	-15	-5	-4

Gathered by group: those above with an NH in an aromatic ring
SMILES	STAT1 act	STAT3 act	NF-kB expr up	FLuc stim CS	APP transl inh	ROMK primary	STAT3 blocker	APP 5'UTR act	STAT1 inh	FLuc inh counter
O=C(c1ccc(S(=O)(=O)N2CCC(c3nc4ccccc4[nH]3)CC2)cc1)N1CCOCC1	105	106	1	1.1	9	x	0	-9	-7	-6
CCOC(=O)CCc1c(C)nc2cc(-c3ccccc3OC)[nH]n2c1=O	89	98	1.3	1	-50	x	3	50	12	-2
COc1ccc(NC(=S)N(CCc2c(C)[nH]c3ccc(C)cc23)Cc2cccs2)cc1	93	103	0.92	1	14	-1.5	-4	-14	8	-2
CCCCCCn1c(SCC(C)C)nc2c1c(=O)[nH]c(=O)n2C	97	114	0.91	1.1	-8	-0.64	-11	8	3	-7

More structures follow:
SMILES	STAT1 act	STAT3 act	NF-kB expr up	FLuc stim CS	APP transl inh	ROMK primary	STAT3 blocker	APP 5'UTR act	STAT1 inh	FLuc inh counter
NC(=O)COC(=O)CSc1ccc2ccccc2c1	103	97	1.1	1	-8	-0.053	5	8	-4	5
CN(C)S(=O)(=O)c1cccc(C(=O)C2=C3SC=C(c4ccccc4)N3CC2)c1	95	105	0.97	1.1	-31	-0.37	2	31	5	-7
CC(=O)c1c(C)[nH]c(C(=O)CSc2ncnc3sc(-c4ccccc4)cc23)c1C	90	97	0.96	1.1	3	x	2	-3	11	-10
CC(=O)C1C(c2ccncc2)NC(=O)NC1(O)C(F)(F)F (configuration not stated)	103	101	1.3	1	-6	x	2	6	-3	-4
c1cnn(Cc2cnc(N3CCOCC3)s2)c1	98	105	1.4	1.1	0	0.64	1	0	0	-8
CCSc1sc(CC)cc1C=O	107	97	1.2	1.1	4	4*	10	-4	-10	-9
CN(c1ccc(C(=O)NCCSCc2ccc(Cl)cc2)cc1)S(=O)(=O)c1ccccc1	100	104	0.91	1	1	0.28	-8	-1	0	-1
Cc1ccnc(NS(=O)(=O)c2ccc(NC(=O)C34CC5CC(C)(CC(C)(C5)C3)C4)cc2)n1	103	106	1.3	1.1	-20	1.1	-10	20	-3	-5
COC(=O)c1ccc(OCCOCCOc2cccc3ccc(C)nc23)cc1	90	111	0.84	1	8	-0.079	-12	-8	10	-1
Cc1ccccc1NC(=O)CSc1nnnn1C	105	102	1.2	1	3	x	6	-3	-5	0
CCOC(=O)c1nnn(CC(=O)Nc2cc(F)ccc2F)c1C(=O)OCC	102	96	1	0.9	8	x	8	-8	-3	7
Cc1ccc(C(=O)NC(=S)Nc2cccc(NC(=O)c3ccccc3)c2)cc1[N+](=O)[O-]	108	99	0.8	1.1	-8	0.056	1	8	-9	-6
CC(C)OCCCNC(=O)c1cc(Sc2ccc(F)cc2)nc2ccccc12	97	99	0.77	1.1	8	0.56	-2	-8	3	-6

Three entries from above, with two lines to a compound.
Value order: STAT1 act, STAT3 act, NF-kB expr up, FLuc stim CS, APP transl inh, ROMK primary, STAT3 blocker, APP 5'UTR act, STAT1 inh, FLuc inh counter
CS(=O)(=O)Nc1nc2n(n1)C(c1ccccc1)C=C(c1ccc(Br)cc1)N2 (configuration not stated)
  106, 92, 1.1, 1, -14, x, 17, 14, -4, -5
O=C(Cc1ccc(Cl)cc1)NC(=S)Nc1ccccc1N1CCOCC1
  106, 97, 0.73, 1, 6, x, 3, -6, -7, -2
Cc1ccc(N2C(=O)C(CN3CCCCC3)C2c2ccccc2)cc1 (configuration not stated)
  100, 101, 0.98, 1.1, 4, -0.99, 0, -4, -1, -9
